# Bioassay records deposited in PubChem by several laboratories.
# D1 mod – D1 CRE-luciferase signal change, two-sided – cell-based, HEK293 D1, dopamine EC30, D1 allosteric modulator project, primary screen; D(1A) dopamine receptor (Homo sapiens), P21728; dopamine EC30 potentiation; actives deviate in either direction; B-score at 10 µM; hit rate 5.9% among 58,000; AID 641, 2007;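 active = luminescence count or its row- and column-corrected plate score outside the 99.7% band of the plate's sample wells, on either side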
# Hsp90 inh – tumor Hsp90 inhibitors, primary screen, cell lysate, fluorescence polarization, NCI-N417 lysate | Heat shock protein HSP 90-alpha (Homo sapiens), P07900 | Cy3B-geldanamycin FP displacement | inhibition, % at 30 µM | hit rate 0.35% among 64,000 | AID 429, 2006;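 active = inhibition above 50%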;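 note: 0% = tracer plus lysate wells and 100% = tracer alone without lysate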
# Cdc25B inh – inhibitors of Cdc25B phosphatase catalytic domain, primary screen, biochemical, OMFP fluorescence; inhibition, %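 (compounds tested at 10 µM final in the well)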; AID 368, 2006; recombinant Cdc25B, OMFP fluorescence Ex485/Em525; hit rate 0.1% among 65,000; in the data active = inhibition above about 50%
# Target sequence (P30305 whole entry, looked up, the tested form may be a part): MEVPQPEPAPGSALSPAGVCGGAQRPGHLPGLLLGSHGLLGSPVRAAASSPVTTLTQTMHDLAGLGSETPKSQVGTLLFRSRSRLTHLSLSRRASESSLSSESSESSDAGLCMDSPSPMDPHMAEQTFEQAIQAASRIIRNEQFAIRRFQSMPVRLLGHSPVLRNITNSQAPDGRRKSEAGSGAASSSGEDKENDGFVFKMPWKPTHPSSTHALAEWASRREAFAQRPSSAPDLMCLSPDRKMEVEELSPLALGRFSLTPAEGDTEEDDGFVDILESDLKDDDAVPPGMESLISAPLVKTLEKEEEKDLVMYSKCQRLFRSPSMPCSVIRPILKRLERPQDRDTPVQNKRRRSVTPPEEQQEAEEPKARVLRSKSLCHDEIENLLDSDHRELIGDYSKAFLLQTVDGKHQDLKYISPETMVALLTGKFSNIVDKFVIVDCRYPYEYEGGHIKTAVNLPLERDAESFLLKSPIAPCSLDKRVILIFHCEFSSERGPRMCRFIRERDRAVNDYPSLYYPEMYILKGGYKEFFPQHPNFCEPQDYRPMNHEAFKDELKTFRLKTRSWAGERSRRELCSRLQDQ
# AP complement – alternative complement pathway inhibitors, primary screen, biochemical, ELISA, human serum, orthogonally pooled compounds. inhibition, % at 5 µM. hit rate 0.08% among 62,000. LPS-coated ELISA, C3 deposition; tested in compound mixtures;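 active = inhibition above 30% in each of the two pooled mixtures holding the compound, so the lower value exceeds 30%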;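 note: 0% = serum in Mg-EGTA without compound and 100% = EDTA serum blank; some compounds past the cut are filed as inactive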
#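 Test system: human serum complement alternative pathway, C3 deposition onto LPS / Medium: Mg2+-EGTA GVB++ buffer containing human serum at 1:15 dilution / Probe or stimulus: Plate-bound LPS / Times: 1 h at 37 °C / Signal: ELISA with HRP anti-human C3 antibody, TMB substrate, absorbance 450 nm / Measure: percent inhibition / Repeats: two pool placements per compound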
# MKP-1 inh – MKP-1 phosphatase inhibitors, primary screen, biochemical, in vitro. inhibition, %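 (compounds tested at a single concentration somewhere between 10 and 100 µM)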. recombinant MKP-1, OMFP hydrolysis fluorescence. hit rate 0.15% among 65,000. Dual specificity protein phosphatase 1 (Homo sapiens), P28562;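 active = inhibition above about 50%, limit read from the data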;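 note: 0% = DMSO max control wells and 100% = wells with enzyme stopped by NaOH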
# Target sequence (P28562 whole entry, looked up): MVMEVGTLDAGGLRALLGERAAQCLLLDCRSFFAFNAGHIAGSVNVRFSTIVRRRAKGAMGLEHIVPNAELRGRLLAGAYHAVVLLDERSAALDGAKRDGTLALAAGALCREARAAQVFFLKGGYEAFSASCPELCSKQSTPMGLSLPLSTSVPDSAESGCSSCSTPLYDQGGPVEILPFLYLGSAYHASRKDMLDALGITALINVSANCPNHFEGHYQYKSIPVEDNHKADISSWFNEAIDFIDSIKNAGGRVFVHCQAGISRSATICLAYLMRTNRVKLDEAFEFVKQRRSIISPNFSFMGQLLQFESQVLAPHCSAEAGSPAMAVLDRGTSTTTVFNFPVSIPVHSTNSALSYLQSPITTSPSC
# CatB mixtures – cathepsin B inhibitors from pooled compounds, primary screen, biochemical, compound mixtures, AMC fluorescence; inhibition, %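 (ten-compound pools at 5 µM per compound and 50 µM total)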; hit rate 0.06% among 62,000; Purified cathepsin B, AMC dipeptide fluorescence; P07858; in the data active = inhibition above about 22%, passing the limit was not always enough;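 note: 0% = enzyme without compound and 100% = no enzyme blank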
# CatB block – human cathepsin B inhibitors, primary screen, biochemical, fluorogenic substrate; purified cathepsin B, fluorescence; hit rate 0.1% among 63,000; P07858; AID 453, 2006; inhibition, %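 (tested at 10 µM)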; in the data active = inhibition above about 21%;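 note: 0% = enzyme with no compound and 100% = no enzyme blank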
# Ec RNAP inh – E. coli RNAP inhibitors, biochemical; DNA-directed RNA polymerase subunit beta (Escherichia coli (strain K12)), P0A8V2; E. coli RNA polymerase, fluorescence transcription assay; inhibition, %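 (tested at 10 µM)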; hit rate 0.2% among 62,000; in the data active = inhibition above about 20%;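 note: 0% = enzyme without compound and 100% = no enzyme blank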
# tolC growth inh – growth inhibitors of E. coli tolC mutant, primary screen, strain BW25113 ΔtolC::kan, 384-well; hit rate 2.2% among 65,000; growth inhibition, % at 10 µM (by protocol); OD615;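 active = growth inhibition at or above a cutoff equal to the mean over every tested compound plus 3 SD, cut at about 60% in these data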;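 note: growth measured after 20 h incubation at 37 °C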
#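 signal = optical density read at 615 nm | test system = E. coli ΔtolC::kan strain BW25113 | timing = 20 h compound exposure of bacteria at 37 °C | buffer or medium = LB medium plus 50 µg/mL kanamycin | compound dosing = 10 µM final, single dose | evaluation = % inhibition of E. coli growth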
# * hit, by the source's call; · = not tested or not shown. Not a hit list, and some 7.6% of all compounds hit somewhere here.
# Every second line gives: CatB mixtures	MKP-1 inh	Ec RNAP inh	D1 mod	tolC growth inh	CatB block	AP complement	Hsp90 inh	Cdc25B inh
- c1ccc(CN2CCN(c3ncnc4nc[nH]c34)CC2)cc1
→ 4	-4	5	·	-14	0	7	19	-10
- CCOC(=O)c1cn(CC)c2ccc(Br)cc2c1=O
→ 6	-13	10	0.12	-7	2	2	1	-2
- CCOc1ccc(NC(=O)c2cnsn2)cc1
→ 2	7	4	-4.9*	-2	1	1	-1	2
- Cn1cccc1C(=O)Nc1nccs1
→ 4	8	-4	·	-12	-1	6	0	-11
- O=C(NCCOc1ccc(Cl)cc1)C1CC(=O)N(c2ccc(F)cc2)C1 (stereo not drawn)
→ 2	5	6	-0.26	16	2	6	0	-16
- Cc1ccc2c(nc3s/c(=C/c4cccs4)c(=O)n32)c1C
→ 6	11	·	-0.61	8	·	11	-5	1
- O=C(CN(Cc1ccco1)C(=O)CNS(=O)(=O)c1ccccc1)NCc1ccc(F)cc1
→ 3	10	2	-0.054	0	-1	7	-2	-6
- COc1ccc(NC(=O)C2(N(CC(C)C)C(=O)Cn3nnnc3N)CCCCC2)cc1
→ 7	21	2	-0.031	-10	1	12	-1	-14
- CCOC(=O)CCCOC(=O)c1ccc(S(=O)(=O)N(C)C)cc1
→ 8	-3	7	-0.67	1	2	14	-4	-4
- N#CCSc1nc2c(c(C3CC=CCC3)c1C#N)CCC2 (stereo not drawn)
→ -15	-10	10	3.9	67*	1	3	-4	6
- CCOC(=O)N1CCN(C(=O)c2cn(C)c3ccc(S(=O)(=O)N4CCCC4)cc3c2=O)CC1
→ -9	3	-6	-0.12	-23	0	19	3	-1
- COC(=O)c1ccccc1NS(=O)(=O)c1ccc2c3c(cccc13)C(=O)N2
→ 2	44	5	0.15	33	-2	25	-1	-5
- O=C(Nc1ccc2c(c1)OCO2)C1CCCN(S(=O)(=O)c2cccs2)C1 (stereo not drawn)
→ 5	3	0	0.14	-5	-3	24	5	3
- COC(=O)c1ccc(NC(=O)CSc2nnc(C)n2-c2ccccc2)cc1
→ 7	1	2	-0.79	14	-3	15	2	-9
- CCN1C(=O)CS/C1=C(\C#N)S(=O)(=O)c1ccccc1
→ 4	-3	1	0.046	-3	-3	5	-25	-2
- FC(F)(F)c1ccc(N2CCOCC2)c(Nc2nc3ccccc3n3cnnc23)c1
→ 0	61*	2	·	-4	3	6	0	-10
- CCCOc1ccc(/C(O)=C2/C(=O)C(=O)N(CCN(CC)CC)C2c2ccncc2)cc1 (stereo not drawn)
→ 2	-16	5	-0.42	-18	4	10	-4	-2
- COc1cccc(C(=O)Nc2ccc(C)cc2)c1
→ 2	0	6	-4.5*	29	3	2	0	-22
- CC1(C)CC(=O)C=C(NCCc2ccc(S(N)(=O)=O)cc2)C1
→ 18	5	·	0.55	-9	-4	18	-6	0
- COc1ccc(C(C)=O)c2c1OCCO2
→ 0	22	8	0.94	-6	5	-1	0	-1
- N#Cc1ccccc1CSc1nc2ncc(Br)cc2[nH]1
→ 9	10	7	0.83	-11	-4	11	-5	-5
- Cc1cccc(N/C(N)=N/c2nc3c(c(=O)[nH]2)CCCC3)c1
→ 5	-13	5	-1.2	1	3	7	5	3
- Cc1nnc(SCc2cc(=O)[nH]c(N3CCCCC3)n2)s1
→ 3	-11	12	0.62	6	0	-4	-2	3
- COc1ccc(C2C(C#N)=C(N)OC3=C2C(=O)CC(C)(C)C3)c(OC)c1OC (stereo not drawn)
→ 0	15	7	-4	-7	4	10	-2	-10
- COc1ccc(C(c2nnnn2CCc2ccccc2)N2CCN(C3CCCC3)CC2)cc1 (stereo not drawn)
→ 0	-21	7	0.024	-15	-4	5	-7	1
- Cn1c(N2CCN(C(=O)NCc3ccccc3)CC2)nc2ccccc21
→ 0	1	·	-0.69	-6	3	-2	-1	1
- COc1ccc(-n2c(SCC(=O)Nc3ccc(C(=O)O)cc3)nnc2-c2cccs2)cc1
→ 4	-5	3	0.52	3	1	-4	-5	5
- COc1ccc(OC)c(S(=O)(=O)n2nnc3cc(Cl)ccc32)c1
→ 6	1	-1	·	-15	-4	16	-1	-10
- O=C(NS(=O)(=O)c1ccccc1Cl)c1ccc[nH]1
→ -2	16	4	-0.52	-17	7	-3	-3	-10
- CC(C)n1c(SCC(=O)Nc2ccccc2N2CCCCC2)nc2c1c(=O)n(C)c(=O)n2C
→ 5	13	1	3.3	12	-2	14	4	-13
- O=C(CN1CCOc2ccccc21)NCc1ccco1
→ 2	-5	5	·	0	9	0	2	3
- Cc1cc(C)n(Cc2ccccc2Cl)n1
→ 1	-16	8	-0.79	-12	3	5	1	4
- O=C(Nc1cccnc1)c1cccc(S(=O)(=O)N2CCOCC2)c1
→ -3	13	4	-0.027	-25	1	10	-2	-4
- Cc1cc(NC(=O)CSc2ccc3c(c2)OCCO3)no1
→ -8	6	·	·	2	0	3	0	-2
- CC(=O)C1=C(C)NC(SCC(=O)c2ccc(F)cc2)=C(C#N)C1c1ccco1 (stereo not drawn)
→ 3	13	5	5.5*	26	4	26	-7	3
- CCOc1nc(C)ccc1-c1noc(-c2ccncc2)n1
→ 2	-5	6	18*	2	-2	19	-3	-6
- CCOc1ccc(C2CC(c3ccc(Br)cc3)Nc3nc(N)nn32)cc1 (stereo not drawn)
→ -1	35	-2	-0.088	14	3	0	-2	3
- CCOc1ccc(NC(=O)N2CC=C(n3c(=O)[nH]c4ccccc43)CC2)cc1
→ 5	25	3	-1.4	9	0	16	0	15
- COc1cc2cc(CN(C(=O)Nc3ccccc3)C3CCCC3)c(=O)[nH]c2cc1OC
→ 4	37	7	-0.79	14	3	1	-1	-1
- CCC(Sc1nc(=O)cc(N)n1-c1ccccc1)C(=O)Nc1cc(C)on1 (stereo not drawn)
→ 0	8	0	-0.64	0	3	2	1	-4
- Cc1cc(-n2c(=O)c(C#N)cc3c(=O)n4cccc(C)c4nc32)no1
→ -19	-8	-61	-0.29	-12	-20	6	-3	1
- COCCNC(=O)CN1C(=O)COc2ccc(Cl)cc21
→ -1	1	-8	-0.77	1	0	-1	0	-15
- O=C(Cc1cccs1)NCc1cccs1
→ 4	6	13	-0.041	-8	4	3	-16	-8
- CCn1c(COc2ccccc2C)nnc1SCC(=O)CC(=O)Nc1ccccc1
→ 0	29	1	-0.98	24	-1	-5	-8	14
- OCCN1CCN(c2ncnc3ccc(Br)cc23)CC1
→ 2	1	5	-0.86	-11	7	-5	-2	-1
- COC(=O)c1ccccc1NC(=O)N1CCN(C/C=C/c2ccccc2)CC1
→ -1	-4	7	2.3	49	3	0	0	-7
- COc1ccc(C2(O)CCN(CCCCOc3ccccc3)CC2)cc1
→ 5	-6	9	-1.9	-11	4	-1	-1	-19
- COc1ccc(C2CC(O)(C(C)(C)O)NO2)cc1 (stereo not drawn)
→ -6	13	10	-1.1	-11	1	6	-1	-2
- COc1ccc(NC(=O)C2CC(=O)N(c3cccc(C)c3C)C2)cc1 (stereo not drawn)
→ -2	-23	2	0.92	0	2	-6	1	-13
- COc1ccc(OCC(O)Cn2c(Br)nc3c2c(=O)[nH]c(=O)n3C)cc1 (stereo not drawn)
→ -7	-4	9	0.87	-21	2	1	-2	-4
- COC(=O)c1sc(NC(=O)c2ccoc2C)nc1C
→ -1	-5	-2	0.87	7	2	11	-1	-3
- Cc1sc(NC(=O)c2ccco2)c(C(c2ccncc2)N2CCOCC2)c1C (stereo not drawn)
→ -1	-8	15	-1	10	3	0	1	5
- CN(C)c1ccc(P(=O)(OCc2ccccc2)C(O)c2cccnc2)cc1 (stereo not drawn)
→ -1	-4	0	0.27	1	2	17	-2	9
- C=CCn1c(N)c(C(=O)NCC2CCCO2)c2nc3ccccc3nc21 (stereo not drawn)
→ 1	25	-17	1	12	-13	6	-4	-7
- Cc1ccc(C)n1NC(=O)c1ccccc1Cl
→ 1	-3	4	-2.6	-10	2	6	-12	-6
- COc1ccc(-n2c(Cc3cc(=O)[nH]c(=O)[nH]3)nnc2SCc2ccccc2)cc1
→ 4	12	2	0.11	0	2	12	0	-3
- Cc1nn(C(=O)c2cccnc2)c(C)c1C
→ 2	-10	8	0.38	-9	5	-7	0	10
- COC(=O)c1cn(C(=O)OC)c2ccccc12
→ 1	1	12	-0.36	-7	-3	8	-8	-5
- Cc1nnc(NC(=O)Nc2cccc(Cl)c2)s1
→ 2	5	7	-1.1	-7	-1	5	-5	19
- CCCCn1c(=O)c(C(=O)OCC)c(O)c2ccccc21
→ -2	-2	-3	-0.41	-10	0	9	5	-6

# An excerpt from above in order of formula weight, largest number first.
# Every second line gives: CatB mixtures	MKP-1 inh	Ec RNAP inh	D1 mod	tolC growth inh	CatB block	AP complement	Hsp90 inh	Cdc25B inh
- CCn1c(COc2ccccc2C)nnc1SCC(=O)CC(=O)Nc1ccccc1
→ 0	29	1	-0.98	24	-1	-5	-8	14
- COC(=O)c1ccccc1NS(=O)(=O)c1ccc2c3c(cccc13)C(=O)N2
→ 2	44	5	0.15	33	-2	25	-1	-5
- CC1(C)CC(=O)C=C(NCCc2ccc(S(N)(=O)=O)cc2)C1
→ 18	5	·	0.55	-9	-4	18	-6	0
- Cc1cc(NC(=O)CSc2ccc3c(c2)OCCO3)no1
→ -8	6	·	·	2	0	3	0	-2
- COc1cccc(C(=O)Nc2ccc(C)cc2)c1
→ 2	0	6	-4.5*	29	3	2	0	-22
- O=C(Cc1cccs1)NCc1cccs1
→ 4	6	13	-0.041	-8	4	3	-16	-8

# (list continues)
# Every second line gives: CatB mixtures	MKP-1 inh	Ec RNAP inh	D1 mod	tolC growth inh	CatB block	AP complement	Hsp90 inh	Cdc25B inh
- O=C(NCc1ccccc1Cl)C1CCCN(S(=O)(=O)c2cnc[nH]2)C1 (stereo not drawn)
→ 3	11	6	0.27	4	1	-8	1	1
- O=C(O)c1ccc(NS(=O)(=O)c2cc(C(=O)O)ccc2Br)cc1
→ 3	3	-3	0.44	-9	2	-1	2	-1
- CCOC(=O)CSc1n[nH]c(-c2ccco2)n1
→ 3	-8	6	0.017	-9	-4	13	0	4
- Cc1onc(-c2c(F)cccc2Cl)c1C(=O)Nc1nnc(C2CC2)s1
→ -16	20	-1	·	-3	0	11	-3	-8
- CCN(CC)S(=O)(=O)c1ccccc1/C=N\O
→ 1	-16	3	-2	-16	5	-14	-3	0
- CCCCOc1ccc(CN2CCC(O)CC2)cc1
→ 3	6	12	0.04	-10	5	-4	-2	-6
- COCCn1c(=O)[nH]c2cc(C(=O)NCC3CCCO3)ccc2c1=O (stereo not drawn)
→ 4	-6	2	-0.43	-9	3	3	·	-5
- O=C(CN1C(=O)COc2ccccc21)N1CCN(c2ccccc2F)CC1
→ -9	-6	1	-0.23	-7	2	20	-3	-15
- CCc1ccc(C(=O)NCC2COc3ccccc3O2)o1 (stereo not drawn)
→ 2	0	4	3.7*	-2	3	9	-2	0
- CCOC(=O)Nc1ccccc1N1C(=O)c2ccccc2C1=O
→ 4	5	2	-1.2	-6	-3	19	2	-13
- Cc1nc2ccc(N)cc2c(=O)n1Cc1ccc(Cl)cc1
→ 1	3	2	0.4	-2	0	9	-1	24
- COC(=O)c1ccc(OCCN2C3=NCCN3c3ccccc32)cc1
→ -4	-10	8	·	-7	2	4	0	4
- COCn1c(-c2cccc(Br)c2)nc2ccccc21
→ 5	7	5	0.28	19	-2	4	-4	-6
